IDE cell inh: inhibits human insulin-degrading enzyme in HEK cells. 320,000 compounds, 0.41% hits. inhibition, % at 5.59 µM. FAbetaB cleavage, fluorescence polarization;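 active means percent inhibition above the average of all tested compounds plus 3 SD, set per screening campaign, cut at about 16% in these data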;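 further: IDE supplied by intact live HEK cells; FP after avidin binding of uncleaved biotin substrate so inhibition keeps polarization high; 0% = DMSO wells and 100% = 60 µM reference IDE inhibitor Ii1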
GalR3 antagonist: blocks the human galanin receptor 3; O60755; HEK293 GalR3-CNG cAMP membrane potential fluorescence; galR3 body fused to GalR1 C-terminus; inhibition, % at 3 µM; 360,000 compounds, 0.44% hits;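 active means inhibition above the screen-wide average plus 3 SD, cut at about 13% in these data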;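 further: forskolin and galanin both at EC90 stimulate the cells; cAMP rise reported by CNG channel membrane potential dye signal; 0% = forskolin plus galanin with DMSO and 100% = forskolin alone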
Target sequence (O60755 1-299 limits assumed): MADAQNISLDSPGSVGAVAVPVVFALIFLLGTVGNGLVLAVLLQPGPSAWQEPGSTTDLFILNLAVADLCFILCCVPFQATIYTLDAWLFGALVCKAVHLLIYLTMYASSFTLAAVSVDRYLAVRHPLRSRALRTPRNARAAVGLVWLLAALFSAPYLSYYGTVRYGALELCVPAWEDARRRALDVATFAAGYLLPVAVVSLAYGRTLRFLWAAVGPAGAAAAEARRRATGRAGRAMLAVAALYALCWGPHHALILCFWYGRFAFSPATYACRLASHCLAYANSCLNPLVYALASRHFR
VIM-2 inhibitor: blocks Pseudomonas aeruginosa VIM-2 metallo-beta-lactamase; AID 1527; inhibition, % at 5.6 µM; 290,000 compounds, 0.89% hits; purified VIM-2, nitrocefin hydrolysis, epi-absorbance fluorescence;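 active means inhibition above the mean of all tested compounds plus 3 SD, cutoff set per screening run, cut at about 7.5% in these data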;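 further: red hydrolysis product quenches plate fluorescence so inhibitors raise well fluorescence; 0% = enzyme with DMSO and 100% = DMSO without enzyme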
IMP-1 inh: blocks Pseudomonas aeruginosa IMP-1 metallo-beta-lactamase; AID 1556; 290,000 compounds, 0.45% hits; inhibition, % at 5.6 µM; purified IMP-1, nitrocefin hydrolysis, epi-absorbance fluorescence;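 active means inhibition above the mean plus 3 SD of all compounds in the same screening run, cut at about 4.5% in these data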;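 further: 0% = IMP-1 with DMSO and 100% = DMSO wells lacking enzyme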
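Material – recombinant IMP-1 enzyme, purified · Amount – IMP-1 0.2 nM before substrate addition · Medium – HEPES buffer pH 7.1 with ZnSO4 and Brij 35 · Timing – 25 °C, 15 min preincubation, 25 min reaction · Measured by – plate fluorescence quenching by hydrolysis product, ex 480/em 530 nm · Read-out – percent enzyme inhibition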
HCV NS3 hel inh: inhibitors of Hepatitis C virus NS3 helicase; NS3 helicase DNA unwinding, Cy5 molecular beacon fluorescence; inhibition, % at 10.9 µM; 290,000 compounds, 0.56% hits; AID 1800;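 active means inhibition above the mean of all tested compounds plus 3 SD, set per campaign, cut at about 35% in these data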;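 further: 0% = DMSO wells and 100% = thioflavine S control wells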
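test system = hepatitis C virus NS3 helicase domain fragment enzyme | reagent = annealed dual-labelled DNA beacon duplex, ATP-started | times = 1 h at 25 °C | detection = Cy5 fluorescence, 0 and 60 min reads | read-out basis = percent inhibition from t60/t0 fluorescence ratio | control set = DMSO and thioflavine S | replication = one well per compound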
CRFBP-R2 block: CRF-BP/CRF-R2 complex antagonism | 350,000 compounds, 0.59% hits | HEK293 CRF-R2/CRF-BP, CRF-induced calcium fluorescence | inhibition, % at 11.8 µM;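 active means inhibition of the ligand-induced calcium signal above about 50% at the single tested concentration, limit read from the data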
p-CIP stab down: p/CIP protein destabilization. Q05BA5. F442A p/CIP-EGFP cells, EGFP fluorescence, 16 h. 290,000 compounds, 0.01% hits. decrease of EGFP signal, % at 10 µM. AID 1984;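 active means EGFP signal decrease of at least 30% at 10 µM or well 3 SD below plate mean, unless failing retest; inactive means the rest, including hits failing retest or dose response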; further: some compounds called inactive have numbers as strong as hits; many of its hits are not listed in these tables
IDE cell activ: boosts human insulin-degrading enzyme activity in HEK cells; P14735; FAbeta-B cleavage, fluorescence polarization; 0% vehicle, 100% cell-free pure enzyme wells; activation, % at 5.96 µM; 340,000 compounds, 0.073% hits; AID 493087;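 active means activation above the mean of all tested compounds plus 3 SD, set per screening campaign, cut at about 17% in these data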
UBC9 SUMO inh: SUMOylation inhibition; AID 2006; HTRF SUMOylation assay, SAE1/SAE2 + UBC9, in vitro; 290,000 compounds, 0.36% hits; P63279; inhibition, % at 35 µM; in the data active means inhibition above about 50%, passing the limit was not always enough; further: strong numbers were not always called active
Target sequence (P63279 whole entry, looked up): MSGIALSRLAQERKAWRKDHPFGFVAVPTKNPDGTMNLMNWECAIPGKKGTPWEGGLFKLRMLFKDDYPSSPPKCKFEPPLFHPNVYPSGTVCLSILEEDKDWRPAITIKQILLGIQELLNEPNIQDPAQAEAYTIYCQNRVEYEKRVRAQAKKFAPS
The depositor's hits bear a star; / = no result given. Compounds were not picked by outcome; any-hit rate near 3.2%.

SMILES	IDE cell inh	GalR3 antagonist	VIM-2 inhibitor	IMP-1 inh	HCV NS3 hel inh	CRFBP-R2 block	p-CIP stab down	IDE cell activ	UBC9 SUMO inh
CN(C)S(=O)(=O)Oc1ccsc1C(=O)Nc1ccc(Br)cc1	6	-2	0.1	-1.3	-1	3	9	-3	-12
COC(=O)[C@]1(C)CCC[C@@]2(C)C3CC[C@@]4(C)C[C@]3(CCC21)CC(=O)N4 (stereo partly drawn)	0	-5	/	/	/	1	/	5	/
CCCCCc1c(O)nc(SCCN2CCOCC2)[nH]c1=O	5	-3	-4.9	-1.0	-6	12	4	7	6
COc1cccc(CN(C)C(=O)CN2C(=O)NC3(CCCc4ccccc43)C2=O)c1 (stereo not drawn)	-2	-6	/	/	/	-11	/	0	/
Cc1cc(C(=O)O)ccc1N/C=C1\CCCC(C)C1=O (stereo not drawn)	5	1	-3.1	-1.4	-2	3	-1	3	4
O=C(C1CCCN(S(=O)(=O)c2cccs2)C1)N1CCN(C2CCCCC2)CC1 (stereo not drawn)	-6	2	-3.9	-2.4	-6	27	-10	0	-2
O=C(/C=C/c1cccc([N+](=O)[O-])c1)NCc1cccnc1	8	5	-3.0	-2.4	4	-1	1	-2	3
COc1ccc(/C=N/NC(=O)c2sc(C)nc2C)cc1	2	-3	-1.4	-1.7	-12	-17	-9	6	26
COc1ccc(NS(=O)(=O)c2cccc(C(=O)NNC(=O)CNC(=O)c3ccco3)c2)cc1	-1	-1	-4.1	-1.0	7	-2	8	7	24
O=C(CSc1nnc(-c2cccc(Br)c2)o1)N1CCOCC1	3	-4	-5.1	-4.7	-5	-7	7	-4	6
O=C(Nc1ccc(C(=O)NC2CCCCC2)cc1)c1cncc(Br)c1	-8	1	0.9	-3.4	-7	-16	-2	7	11
COCCN1C(=O)N[C@@H](CCc2ccccc2)[C@@H](C(=O)OC)[C@H]1C	-6	-5	/	/	/	-7	/	2	/
CC(C)Oc1ccc(C(=O)OCC(=O)N2CCCc3ccccc32)cc1	4	-1	/	/	/	-2	/	0	/
c1ccc(-c2cc3ccccc3nc2N2CCCC2)cc1	0	2	-0.5	-3.2	2	-23	11	3	-3
CC1CCCN(c2c([N+](=O)[O-])cc(C(=O)O)cc2[N+](=O)[O-])C1 (stereo not drawn)	1	6	0.8	-1.2	6	16	9	2	0
CSc1ccc(CNCC2CCCO2)cc1 (stereo not drawn)	-2	-10	-1.2	0.4	-1	-11	0	1	5
C=C(C)c1cccc(C(C)(C)NC(=O)NCCCn2ccnc2)c1	-1	-1	-1.4	-3.7	-5	14	-2	1	5
COc1ccccc1C(=O)C1CCCN(Cc2cccc3nccnc23)C1 (stereo not drawn)	0	1	1.5	-3.0	2	1	-12	-3	4
O=C(CSc1cccc(C(F)(F)F)c1)NC(=O)c1ccccc1	1	4	-4.0	-2.2	-3	-25	-10	1	-12
CCOc1cc2[nH]c(=O)n(CCCCCC(=O)NCc3ccco3)c(=O)c2cc1OCC	0	-2	-2.7	-5.0	-6	11	-2	2	5
COC(=O)c1cnn(-c2ccccc2)c1-n1cccc1C=O	-2	-3	-2.4	-0.4	1	4	14	3	21
CC(=O)c1cccc(NC(=O)N2CCN(S(C)(=O)=O)CC2)c1	0	/	0.7	0.2	-6	-4	-9	1	13
C/C(=N\NC(=O)c1cc(-c2cccnc2)nc2ccccc12)c1ccc(O)cc1O	-1	-7	-2.5	-3.6	4	1	-9	3	14
Cc1nonc1C1CCCN1C(=O)c1cc(COc2ccc(F)cc2Cl)on1 (stereo not drawn)	3	-5	-1.0	-0.6	-2	-5	-16	-4	-18
Cc1ccccc1C(=O)N1CCC(C(=O)N2CCN(Cc3ccc4c(c3)OCO4)CC2)CC1	2	-4	/	/	/	-8	/	-2	/
Remaining list, next part:
SMILES	IDE cell inh	GalR3 antagonist	VIM-2 inhibitor	IMP-1 inh	HCV NS3 hel inh	CRFBP-R2 block	p-CIP stab down	IDE cell activ	UBC9 SUMO inh
CCOc1ccc(OCCNC2CCCC2)cc1	-6	-4	-2.3	-3.9	-1	-8	-8	2	0
CC(C)C(NC(=O)c1c(F)cccc1F)C(=O)NNC(=O)c1ccccc1 (stereo not drawn)	-3	5	/	/	/	3	/	6	/
CC(=O)Nc1cc(OC(=O)c2ccco2)cc(OC(=O)c2ccco2)c1	4	-2	2.5	-2.2	2	-14	-9	2	14
O=C(OCc1ccc(Br)cc1)c1cccnc1	-4	-10	-2.9	-4.8	-6	32	0	1	0
COc1cc(CCCN2C(=O)C(=O)NC[C@@H]2Cc2ccc(O)cc2)cc(OC)c1OC	1	16*	/	/	/	-3	-11	7	18
CCCc1cc(=O)n2[nH]c(-c3ccccc3)cc2n1	0	0	-1.5	-0.8	-2	-3	1	0	-10
O=C(COc1ccc2c(c1)CCC2)NCc1ccccc1	4	0	-1.3	-1.9	-3	-9	-5	7	3
Cc1ccc(S(=O)(=O)N2CCN(Cc3nc4ccccc4n3C)CC2)cc1	-5	-1	0.1	-3.7	-6	4	-9	1	-4
Brc1ccc2ncnc(NCc3ccco3)c2c1	9	-6	-1.5	-2.5	3	-23	-3	7	24
NC(=O)CC(NC(=O)Cc1ccc(Br)cc1)c1ccc(N2CCC(Br)CC2)c([N+](=O)[O-])c1 (stereo not drawn)	5	-11	/	/	/	48	-1	6	/
Cc1ccc(/C=C2/SC(=S)N(CCC(=O)N3CCOCC3)C2=O)cc1	1	-8	-1.2	-0.8	6	-10	-7	-5	-2
CN1CCN(CC/C=C2/c3ccccc3Sc3ccc(S(=O)(=O)N(C)C)cc32)CC1	7	-4	1.6	-0.4	-84	4	-6	4	9
COc1ccc(C(C)=O)cc1COC(=O)[C@H](Cc1ccccc1)NC(=O)c1ccco1	3	0	/	/	/	10	/	1	/
CSc1ncc(CN2CCC(C(=O)Nc3cccc(-c4cscn4)c3)CC2)cn1	3	-4	2.1	-0.3	0	-14	-2	6	-2
CN(C)S(=O)(=O)c1cccc(-c2nn(-c3ccccc3)cc2/C=C(/C#N)C(=O)NCc2ccco2)c1	-4	-8	-0.8	-2.3	-5	18	-21	3	14
CC(=O)Nc1ccc(S(=O)(=O)N(C#N)c2nc(N(C)C)nc(N(C)C)n2)cc1	1	-9	0.7	-1.1	0	4	-2	5	9
Clc1ccc(CN2C3=NCCCN3c3ccccc32)c(Cl)c1	0	-14	0.5	-3.2	-11	-17	6	-1	-4
COc1ccccc1C(=O)NCCC(=O)NCCCSc1ccccc1	3	2	/	/	/	11	/	-1	/
COC(=O)C1=C(C)NC(=O)NC1/C=C/c1ccccc1 (stereo not drawn)	3	-5	2.6	0.7	3	11	9	2	10
O=c1[nH]c2cccnc2n1-c1ccc([N+](=O)[O-])cc1	0	-2	-0.2	-1.1	0	-15	7	3	12
Cc1cccc(-n2nc3c(c2NC(=O)CCC2CCCCC2)CS(=O)C3)c1C (stereo not drawn)	0	0	-1.5	-2.3	3	6	7	6	-15
COc1ccc(C[C@H]2CN3C(=NC[C@@H]3C(C)C)N2CCNC(=O)c2ccc(C)c(Br)c2)cc1	1	/	-2.0	-1.9	-68	-2	-19	4	-14
CN1C(=O)C(CC(=O)Nc2ccccc2F)N(NC(=O)c2ccc(Br)cc2)C1=S (stereo not drawn)	-1	-8	-0.5	-0.9	-10	3	-11	-3	6
O=C(NC(=S)N1CCCc2ccccc21)c1ccccc1	-1	0	-4.3	-1.9	-4	6	-16	6	12
COc1ccc(NC(=O)COc2ccc(/C=C/c3cccc[n+]3C)cc2OC)cc1	3	-8	-1.4	-2.3	3	8	7	-1	14
(cont.)
SMILES	IDE cell inh	GalR3 antagonist	VIM-2 inhibitor	IMP-1 inh	HCV NS3 hel inh	CRFBP-R2 block	p-CIP stab down	IDE cell activ	UBC9 SUMO inh
O=S(=O)(c1ccc(S(=O)(=O)N2CCN(C3CCCCC3)CC2)cc1)N1CCCCCC1	/	-4	/	/	/	9	2	2	-4
CCNc1ccccc(-c2ccc3ccccc3n2)c1=O	3	5	1.4	0.5	24	-7	-10	-5	20
CC1CCN(C(=O)c2cc3nc(C4CC4)cc(C(F)(F)F)n3n2)CC1	5	3	-3.1	-1.4	3	5	-26	4	11
CC1=CCC(C(=O)O)C(C(=O)Nc2ccc(-c3nc4ccc(C)cc4s3)cc2)C1 (stereo not drawn)	-5	-3	-1.3	0.0	21	10	4	3	41
O=C(Nc1ccc2nc(-c3cccnc3)[nH]c2c1)C1CCCCC1	0	-2	-0.2	0.7	-4	5	6	-2	18
NS(=O)(=O)c1ccc(NC(=O)CN2CCN(Cc3ccccc3)CC2)cc1	0	-1	-1.8	-0.8	-1	4	-8	4	2
Cc1ccc2[nH]c(=O)c(CN(CCc3ccccc3)Cc3nnnn3CC3CCCO3)cc2c1 (stereo not drawn)	5	0	0.4	-0.9	-1	-25	-4	-7	18
COC(=O)c1ccc(NC(=O)COc2ccc(S(=O)(=O)NC(C)C)cc2)cc1	5	-2	-3.4	-5.7	-8	-5	8	5	6
CCOC(=O)N1CCN(c2ccc(O)cc2)CC1	4	-5	-0.8	-3.7	4	-38	-2	-4	0

Source: PubChem
